MazF activator – increases E. coli MazEF RNase cleavage of RNA. P0AE70. FAM/BHQ RNA-DNA oligo cleavage fluorescence, 5 h. activation, % at 20 µM. 0.32% of 350,000 active. AID 504720; in the data active = activation above about 50%
Target sequence (P0AE70 whole entry, looked up): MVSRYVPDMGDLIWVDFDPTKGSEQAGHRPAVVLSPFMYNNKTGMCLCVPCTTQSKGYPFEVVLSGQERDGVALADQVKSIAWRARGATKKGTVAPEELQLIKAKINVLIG
CCHFV vOTU inh – blocks the CCHF virus ovarian tumor domain protease | CCHFV vOTU protease, Pep-AMC fluorescence | inhibition, % at 11.5 µM | 0.55% of 370,000 active | AID 651958; in the data active = inhibition above about 30%; note: 0% = vehicle wells with enzyme and 100% = no enzyme wells
BoNT-A LC inh2 – blocks Botulinum neurotoxin A light chain protease; multiplex microsphere protease substrate cleavage, flow cytometry; inhibition, % at 10 µM; 0.17% of 360,000 active; AID 588499; note: plate controls were buffer without enzyme for full effect and enzyme alone for no effect
PrPC surface inh – reduces human prion protein on the cell surface | P04156 | cell surface PrPC, TR-FRET read-out | inhibition, % at 13.8 µM | 0.43% of 370,000 active | AID 720596; in the data active = inhibition above about 24%; note: 0% = median of the test wells and 100% = reference compound wells
PriA SSB inh – inhibitors of Klebsiella pneumoniae PriA binding to SSB C-terminal tail; AlphaScreen SSBct-PriA binding, biotinylated peptide; inhibition, % at 33 µM; 0.6% of 430,000 active; AID 1272365; in the data active = inhibition mostly above about 37%, no sharp cut-off; inactive = mostly below about 20%;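 note: plate controls were negative control peptide for no effect and reference peptide for full effect; strong numbers were not always called active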
BoNT-F LC inh – blocks Botulinum neurotoxin F light chain protease; 0.22% of 360,000 active; inhibition, % at 10 µM; Multiplex microsphere protease cleavage assay, flow cytometry; AID 588497; in the data active = inhibition above about 35%, passing the limit was not always enough; inconclusive = no clear call, values can overlap the other calls; note: plate controls were buffer without enzyme for full effect and enzyme alone for no effect
SARS 3CLpro inh – SARS-CoV 3CLpro protease inhibition; P0C6X7; recombinant SARS-CoV 3CLpro, quenched FRET peptide cleavage; inhibition, % at 6 µM; 0.14% of 290,000 active; in the data active = inhibition above about 12%
VHR inh abs – blocks human VHR1 dual specificity phosphatase; recombinant VHR phosphatase, pNPP absorbance; inhibition, % at 13.3 µM; 0.52% of 290,000 active; in the data active = inhibition above about 50%; note: some compounds called inactive have numbers as strong as hits
Target sequence (P51452 whole entry, looked up): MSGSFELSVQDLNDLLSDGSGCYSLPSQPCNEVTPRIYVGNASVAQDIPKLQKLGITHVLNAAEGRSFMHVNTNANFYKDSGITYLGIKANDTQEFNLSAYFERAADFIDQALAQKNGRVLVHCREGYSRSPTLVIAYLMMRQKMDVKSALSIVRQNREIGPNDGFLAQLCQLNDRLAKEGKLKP
Anthrax LF prot – blocks Bacillus anthracis lethal factor protease; inhibition, % at 10 µM; 0.12% of 360,000 active; multiplex microsphere protease cleavage assay, LF; AID 588501; P15917; note: plate controls were buffer without enzyme for full effect and enzyme alone for no effect
Rv3671c inh – inhibits the M. tuberculosis serine protease Rv3671c | P9WHR9 | inhibition, % at 5.96 µM | 0.048% of 320,000 active; in the data active = inhibition above about 38%;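 note: extracellular domain of Rv3671c used as enzyme; 0% = enzyme with DMSO and 100% = no enzyme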
Target sequence (P9WHR9 whole entry, looked up, the tested form may be a part): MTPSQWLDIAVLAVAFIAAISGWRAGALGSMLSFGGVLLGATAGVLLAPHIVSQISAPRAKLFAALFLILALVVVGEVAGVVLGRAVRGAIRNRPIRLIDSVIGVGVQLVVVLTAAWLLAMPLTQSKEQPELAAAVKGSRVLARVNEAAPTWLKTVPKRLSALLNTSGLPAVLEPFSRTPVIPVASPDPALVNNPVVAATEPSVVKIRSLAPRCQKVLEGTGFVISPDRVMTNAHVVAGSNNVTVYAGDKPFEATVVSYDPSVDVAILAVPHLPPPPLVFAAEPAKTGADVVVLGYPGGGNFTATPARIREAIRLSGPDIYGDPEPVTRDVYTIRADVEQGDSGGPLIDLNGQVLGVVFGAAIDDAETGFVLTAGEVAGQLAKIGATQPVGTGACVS
* marks the source's active call; other numbers are inactive results; i = inactive; ? = inconclusive; · = no result given. Cut-off read from the data, not from the text of the source, unless noted: active = inhibition above about 30%; inconclusive = no clear call, values can overlap the other calls; inactive = below that. Not all compounds are listed; the hit share may differ from the screen's.

SMILES	MazF activator	CCHFV vOTU inh	BoNT-A LC inh2	PrPC surface inh	PriA SSB inh	BoNT-F LC inh	SARS 3CLpro inh	VHR inh abs	Anthrax LF prot	Rv3671c inh
C=CCN1C(=O)/C(=C/c2cccs2)S/C1=N\S(=O)(=O)c1ccc(F)cc1	-9	2	1.1	2	·	3	1	15	2	-7
O=C(O)c1cccc(NC(=O)c2cc(-c3cccc(Cl)c3)nc3ccccc23)c1	-6	8	-0.4	-5	-10	2	9	19	-6	-27
CCCCc1cc(=O)oc2cc(OC(C)C(=O)NCCN3CCOCC3)c(Cl)cc12 (centres undefined)	-9	12	0.0	-5	-10	2	-1	4	-2	-3
Fc1ccc2nc3c(nc2c1)CCCC3	3	-13	2.0	6	-6	-10	-2	2	-8	-5
N#Cc1ccc(CSc2nnc(-c3cccnc3)n2-c2ccccc2)cc1	-3	5	1.5	-3	-13	12	7	49	3	8
NS(=O)(=O)c1ccc(CCNS(=O)(=O)c2cccc3nsnc23)cc1	13	6	-0.5	-31	6	-3	3	15	-3	7
COc1ccc(NC(=O)C[C@H]2C(=O)N(c3ccc(Br)cc3)C[C@@H]2CSC)cc1	4	3	0.0	3	·	-2	·	·	-8	·
CCN(CC)S(=O)(=O)c1ccc(NS(=O)(=O)c2cccs2)cc1	1	-11	-1.9	-5	-3	-7	6	12	-1	-6
Cc1cc(C)nc(Sc2nc(Nc3ccccc3)nc(Sc3nc(C)cc(C)n3)n2)n1	12	7	-0.4	5	5	2	-2	13	1	9
COc1ccc2c(c1)C(C)=CC(C)(C)N2C(=O)CSc1nnc(-c2ccc(C)cc2)o1	-10	6	-1.3	3	-10	-9	-5	-16	-7	-4
COc1ccc(COC(=O)C2CCN(S(=O)(=O)c3ccc(C)cc3)CC2)cc1	2	-5	0.5	8	-8	5	·	·	-2	3
Cc1cc(C)nc(NC(=NCCc2c[nH]c3ccccc23)NC(=O)c2ccco2)n1	-5	2	0.0	9	2	-3	1	39	-7	-5
CCN(CC)C(=O)CSc1nc2sc3c(c2c(=O)n1-c1ccc(C)cc1)CC(C)(C)SC3	-15	1	-0.3	-7	-2	14	5	8	-4	-8
O=C(c1ccccc1)N1CCN2C(=O)c3ccccc3C12c1ccc(Cl)cc1 (centres undefined)	-1	3	-0.4	-6	-10	-14	12	31	-2	-7
CSc1nc2c(cnn2-c2ccccc2)c(=O)n1N	8	-6	-0.8	4	-3	-6	4	18	-1	-5
Cc1ccc(NC(=O)CSc2nnc(Cn3c(=O)sc4ccccc43)n2C)cc1Cl	14	4	-0.1	-5	0	-2	-4	5	-2	-4
COc1ccc(CNC(=O)COc2ccc(S(=O)(=O)N3CCOCC3)cc2)cc1	-3	-3	9.4	4	-12	15	·	·	?	-6
O=C1C2C3c4ccccc4C(c4ccccc43)[C@@H]2C(=O)N1c1cccnc1 (some centres undefined)	-4	-5	0.3	1	-3	4	2	-5	1	-4
N#Cc1ccsc1NC(=O)c1ccccn1	9	-10	2.2	0	-5	3	4	8	2	0
Cn1c(=O)c2c(ncn2CC(=O)OCCCC(=O)c2ccc(Br)cc2)n(C)c1=O	-3	-4	-0.8	12	-15	-8	·	·	-4	-4
N#Cc1nc(-c2cccc3ccccc23)oc1N1CCCCC1	8	5	-1.0	-3	-3	-10	6	0	-4	-4
CC(=O)c1ccc(-c2c(C)cc3oc(=O)cc(-c4ccccc4)c3c2C)cc1	-2	1	-0.1	0	-7	-6	·	·	-2	·
COC(=O)c1c(NC(=O)C(=O)N2CCCC2)sc2c1CC(C)(C)OC2	3	13	1.9	3	-2	2	0	10	-2	-8
O=c1sc2ccccc2c(N2CCCCC2)c1[N+](=O)[O-]	2	17	-0.2	-5	-12	-2	2	6	-1	-4
O=[N+]([O-])c1ccc(-c2cn(-c3ccc(Cl)cc3)c(=S)[nH]2)cc1	-2	0	0.0	3	11	4	-1	0	-2	-4
CN(C)S(=O)(=O)c1cccc(COC(=O)Cc2c(F)cccc2Cl)c1	-5	15	1.5	3	-29	4	8	-2	2	-2
Cc1cc(NS(C)(=O)=O)c(=O)n(Cc2cccc(C(F)(F)F)c2)c1	-10	31*	-0.5	0	·	3	·	·	1	·
COc1ccc(CCNc2nc(-c3ccncc3)cs2)cc1OC	-2	-4	-1.1	-3	1	-2	6	14	-4	-3
COCCCNC(=O)CCn1nc(-c2ccc(Cl)cc2)ccc1=O	14	4	1.4	-5	11	-24	2	-5	1	7
Cc1cc2c(cc(C(=O)OC(C)C(=O)NCc3ccc(F)cc3)n2C)o1 (centres undefined)	8	7	0.3	-13	4	-7	·	·	-6	·
Cc1nn(Cc2c(Cl)cccc2Cl)c(C)c1NC(=O)c1cn(-c2ccccc2)nc1-c1ccccc1	-4	·	-0.2	·	-22	4	-3	10	0	-8
CCOC(=O)CCCNC(=O)c1cncc(Br)c1	5	4	-18	1	-16	?	0	27	?	0
COC(=O)N/N=C/c1ccc(-c2ccccc2Cl)o1	1	9	-1.6	-8	i	?	2	23	12	-6
Cc1ccc(/C=C(/NC(=O)c2ccccc2)C(=O)NC(Cc2c[nH]c3ccccc23)C(=O)O)cc1 (centres undefined)	7	-1	-7.0	4	-8	-23	0	-4	5	-4
CCN(CC)C(=O)CN(Cc1ccccc1)S(=O)(=O)c1ccc(F)cc1	-3	10	0.6	-6	-6	-3	-7	-1	-3	-11
NC(=O)c1c(NC(=O)c2ccco2)sc2c1CCC2	11	-5	-0.6	-9	-8	3	0	18	0	-4
O=C1S/C(=C\c2ccccc2)C(=O)N1CC(O)Cn1c2ccccc2c2ccccc21 (centres undefined)	-12	0	-0.5	9	0	0	4	-1	0	-94
CC(CCc1ccccc1)NC(=O)COC(=O)c1cc(NS(=O)(=O)c2ccc(Cl)c([N+](=O)[O-])c2)ccc1O (centres undefined)	-2	8	-0.1	-5	14	0	7	-4	-1	-59
CCCNC(=O)COC(=O)c1ccc(-c2ccccc2)cc1	7	25	-1.0	10	-10	-5	3	8	-1	5
COc1ccc(CCNC(=O)c2ccc([N+](=O)[O-])cc2)cc1	12	-11	-0.1	-19	-10	2	-4	21	-3	4

The closing three records of the section above open the next one:
SMILES	MazF activator	CCHFV vOTU inh	BoNT-A LC inh2	PrPC surface inh	PriA SSB inh	BoNT-F LC inh	SARS 3CLpro inh	VHR inh abs	Anthrax LF prot	Rv3671c inh
CC(CCc1ccccc1)NC(=O)COC(=O)c1cc(NS(=O)(=O)c2ccc(Cl)c([N+](=O)[O-])c2)ccc1O (centres undefined)	-2	8	-0.1	-5	14	0	7	-4	-1	-59
CCCNC(=O)COC(=O)c1ccc(-c2ccccc2)cc1	7	25	-1.0	10	-10	-5	3	8	-1	5
COc1ccc(CCNC(=O)c2ccc([N+](=O)[O-])cc2)cc1	12	-11	-0.1	-19	-10	2	-4	21	-3	4
C[C@H](NC(=O)c1ncn2c1C(=O)NC[C@H]2C)c1ccccc1	-2	3	-0.5	6	·	-9	·	·	-1	·
O=C1OC(Nc2nccs2)c2ccccc21 (centres undefined)	0	1	-0.4	0	4	0	-3	21	2	-10
CCOC(=O)[C@]12CCC=C1N(Cc1ccc3c(c1)OCO3)C(=O)[C@H](CC(=O)NCc1cccc(C(F)(F)F)c1)C2	·	26	-0.2	10	·	0	·	·	7	·
CCOC(=O)CSC1=Nc2ccccc2C2=NC(CC(=O)NCc3cccs3)C(=O)N12 (centres undefined)	7	4	-0.4	3	-11	1	-4	9	-1	-1
Cc1ccc(-c2ccc(CN3C(CC(C)C)C(=O)N(Cc4cn(CCC5OCCO5)nn4)CCS3(=O)=O)cc2)cc1 (centres undefined)	31	10	-0.5	-18	·	-2	·	·	-8	·
Cc1ccc(-n2nnnc2CNC(=O)c2ccc([N+](=O)[O-])o2)cc1C	0	-4	5.1	-10	-2	?	·	·	-2	2
COc1ccc(NC(=S)N(Cc2ccc(C)cc2)Cc2ccccn2)cc1	4	-3	-0.3	5	-3	-5	-2	0	2	2
O=C(Nc1ncccc1O)c1ccc2c(c1)OCCO2	4	-3	0.4	-5	-7	-12	·	·	-2	7
Cn1ccnc1C(OC(=O)c1ccc(Cl)cc1)C(F)(F)F (centres undefined)	-4	8	1.6	-6	2	-93	1	-12	-23	2
CCN(CC)C(=S)Nc1cc(C(=O)OC)ccc1C(=O)OC	-1	-28	-0.2	25*	0	-6	2	43	-10	-1
CCOc1ccccc1NC(=O)COC(=O)C1CCC1	-4	1	3.0	3	-1	5	3	-11	5	-5
CC(C)(C)N(Cc1ccccc1)C(=O)COC(=O)CCc1c[nH]c2ccccc12	5	16	-0.4	-1	26	-7	1	-9	0	3
CCOC(=O)C1=C(C(F)(F)F)Nc2ncnn2C1c1ccc(OC)cc1OC (centres undefined)	2	-1	-0.7	7	8	1	1	-2	-1	5
CC(N)C(=O)NC(C(=O)N1CCCC1C(=O)NC(c1ccccc1)c1ccccc1)C(C)C (centres undefined)	3	-4	0.0	-1	-14	-2	·	·	-1	-7
O=C(COC(=O)Cc1ccccc1F)Nc1ccc(Cl)cn1	4	10	-0.1	-2	-8	-6	-4	-6	-12	0
Cc1cc2ccccn2c1C(=O)c1cccc(S(=O)(=O)N2CCOCC2)c1	3	12	0.0	-1	4	-5	5	-13	5	-5
Cc1ccc(N(Cc2cc3ccc(C)cc3[nH]c2=O)S(=O)(=O)c2ccccc2)c(C)c1	-11	-3	0.6	-1	0	-1	1	19	-5	-8
COc1ccc(C2Nc3ccccc3C(=O)N2NS(C)(=O)=O)cc1OC (centres undefined)	1	-52	-0.8	3	-5	0	5	11	1	6
Cc1ccc(C2CC(c3ccc(Cl)cc3)n3nc(N)nc3N2)cc1 (centres undefined)	5	-4	-0.4	1	-8	-1	1	30	-2	-15
CCOc1cc2c(cc1OCC)-n1cccc1C(c1ccc(C(C)C)cc1)NC2 (centres undefined)	0	26	0.1	11	22	0	-3	6	-2	-3
CC1CN(c2ccc(Oc3ccccc3)cc2)c2nc3c(c(=O)n(CC(N)=O)c(=O)n3C)n2C1 (centres undefined)	9	3	-0.3	10	-11	-5	·	-5	-5	1
COc1ccc(Cl)cc1NC(=O)CSC1=NN2CCCC(=O)N=C2S1	5	2	-0.5	8	-7	8	-3	-14	0	7
Cc1ccc(NC(=O)C2CCCN(C(=O)Nc3ccc(F)cc3)C2)cc1 (centres undefined)	3	3	-1.2	-4	-7	3	5	22	0	-6
CCOc1cccc2cc(C(=O)NCc3cccnc3)c(=O)oc12	-5	-4	?	-5	-10	3	-2	16	-14	2
Cc1noc(C)c1C(=O)Nc1cc(S(=O)(=O)N2CCCCC2)ccc1N(C)C	4	2	2.3	6	-3	13	·	·	0	·
CCC1Sc2ccccc2N(CC(=O)NC2CCCCC2)C1=O (centres undefined)	-4	-6	-0.5	1	10	4	-1	16	-4	5
CCCCOc1ccc(-c2ncc(C(=O)O)c(C)n2)cc1	9	3	0.8	1	0	-6	0	17	1	-5
CC(C)(C)NC(=O)Cn1c(=O)oc2ccc(Cl)cc21	4	-2	-0.2	3	-5	-8	-3	3	-4	6
Cc1cc(C)cc(N2C(=O)CSC2c2ccccn2)c1 (centres undefined)	7	1	-0.2	-9	-15	-1	2	-20	1	2
O=[N+]([O-])c1ccc(C2=Nn3c(Cn4nnc5ccccc54)nnc3SC2)cc1	13	-14	-5.4	-47	-8	33	6	25	17	5
CCn1ccnc1CNCc1cn(-c2cc(C)ccc2C)nc1-c1ccccc1	4	9	-2.5	1	87*	-8	-2	30	-2	-3

In another format: two of the compounds above
smiles: O=[N+]([O-])c1ccc(C2=Nn3c(Cn4nnc5ccccc54)nnc3SC2)cc1
  MazF activator: 13 | CCHFV vOTU inh: -14 | BoNT-A LC inh2: -5.4 | PrPC surface inh: -47 | PriA SSB inh: -8 | BoNT-F LC inh: 33 | SARS 3CLpro inh: 6 | VHR inh abs: 25 | Anthrax LF prot: 17 | Rv3671c inh: 5
smiles: CCn1ccnc1CNCc1cn(-c2cc(C)ccc2C)nc1-c1ccccc1
  MazF activator: 4 | CCHFV vOTU inh: 9 | BoNT-A LC inh2: -2.5 | PrPC surface inh: 1 | PriA SSB inh: 87* | BoNT-F LC inh: -8 | SARS 3CLpro inh: -2 | VHR inh abs: 30 | Anthrax LF prot: -2 | Rv3671c inh: -3

Screening data (PubChem)
